Efflux pump inh – antifungal efflux pump inhibition, Nile Red retention | AID 485275 | hit rate 0.44% among 330,000 | S. cerevisiae Candida pump triplex | inhibition, % at 10 µM;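 active = plate passing quality check with inhibition over a set limit, or well fluorescence over plate mean plus 4 SD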;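 also: Nile Red retained in pooled yeast measured as flow cytometry median fluorescence; 0% = buffer negative control and 100% = Enniatin B positive control; higher means more Nile Red kept so more efflux inhibition; some compounds called inactive have numbers as strong as hits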
RPL19A-GFP yeast – alters RPL19A-GFP fluorescence in TOR pathway yeast screen; percent response vs DMSO, % at 10 µM; hit rate 0.3% among 330,000; S. cerevisiae RPL19A-GFP strain, flow cytometry, 3 h; hits give low values;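 active = percent response vs DMSO below 50%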;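 also: median channel GFP fluorescence of the barcoded RPL19A-GFP strain; ratio of sample median GFP to plate DMSO average so 100% = DMSO; lower means less RPL19A-GFP as with rapamycin TOR inhibition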
CIT2 TOR yeast – modulators of TOR pathway CIT2-GFP in S. cerevisiae | S. cerevisiae CIT2-GFP strain, flow cytometry, 3 h; 100 means same as DMSO wells | GFP response vs DMSO, % at 10 µM | hit rate 0.065% among 320,000;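 active = GFP response relative to DMSO above a set limit, near the screen mean plus 3 SD, cut at about 150% in these data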;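 also: ratio of well median GFP fluorescence to mean of DMSO wells on the plate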
Yeast superoxide – lowers age-related superoxide in aged yeast cells. S. cerevisiae aged cells, superoxide DHE fluorescence; hits give low values. hit rate 0.18% among 330,000. superoxide response (% of plate mean), % at 10 µM;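 active = superoxide response under a set limit, about three screen SD below normal, cut at about 65% in these data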;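 also: yeast aged for seven days with compound at 30 °C before DHE staining; 100% = average MFI of all compound-treated wells on the plate with controls excluded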
MEP2 TOR yeast – yeast TOR pathway MEP2-GFP modulation. S. cerevisiae MEP2-GFP strain, flow cytometry GFP, 3 h; 100% = DMSO control level. AID 2016. hit rate 0.51% among 330,000. GFP response vs DMSO, % at 10 µM;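 active = GFP response versus DMSO above a set limit, roughly screen mean plus 3 SD, cut at about 180% in these data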;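 also: median GFP fluorescence of the barcode-gated MEP2-GFP cells per well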
LAP4 TOR yeast – yeast TOR pathway LAP4-GFP modulation | S. cerevisiae LAP4-GFP multiplex, flow cytometry GFP, 3 h; median GFP as percent of DMSO wells | GFP response vs DMSO, % at 10 µM | hit rate 0.34% among 320,000 | AID 2023;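 active = GFP response vs DMSO above a set limit, about the screen mean plus 3 SD, cut at about 150% in these data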
AHR act – human AHR activation; AHR-responsive luciferase reporter cells, luminescence; activation, % at 5 µM; AID 2796; P35869; hit rate 2.5% among 320,000; in the data active = activation above about 47%;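 also: 0% = vehicle wells and 100% = reference agonist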
Target sequence (P35869 whole entry, looked up): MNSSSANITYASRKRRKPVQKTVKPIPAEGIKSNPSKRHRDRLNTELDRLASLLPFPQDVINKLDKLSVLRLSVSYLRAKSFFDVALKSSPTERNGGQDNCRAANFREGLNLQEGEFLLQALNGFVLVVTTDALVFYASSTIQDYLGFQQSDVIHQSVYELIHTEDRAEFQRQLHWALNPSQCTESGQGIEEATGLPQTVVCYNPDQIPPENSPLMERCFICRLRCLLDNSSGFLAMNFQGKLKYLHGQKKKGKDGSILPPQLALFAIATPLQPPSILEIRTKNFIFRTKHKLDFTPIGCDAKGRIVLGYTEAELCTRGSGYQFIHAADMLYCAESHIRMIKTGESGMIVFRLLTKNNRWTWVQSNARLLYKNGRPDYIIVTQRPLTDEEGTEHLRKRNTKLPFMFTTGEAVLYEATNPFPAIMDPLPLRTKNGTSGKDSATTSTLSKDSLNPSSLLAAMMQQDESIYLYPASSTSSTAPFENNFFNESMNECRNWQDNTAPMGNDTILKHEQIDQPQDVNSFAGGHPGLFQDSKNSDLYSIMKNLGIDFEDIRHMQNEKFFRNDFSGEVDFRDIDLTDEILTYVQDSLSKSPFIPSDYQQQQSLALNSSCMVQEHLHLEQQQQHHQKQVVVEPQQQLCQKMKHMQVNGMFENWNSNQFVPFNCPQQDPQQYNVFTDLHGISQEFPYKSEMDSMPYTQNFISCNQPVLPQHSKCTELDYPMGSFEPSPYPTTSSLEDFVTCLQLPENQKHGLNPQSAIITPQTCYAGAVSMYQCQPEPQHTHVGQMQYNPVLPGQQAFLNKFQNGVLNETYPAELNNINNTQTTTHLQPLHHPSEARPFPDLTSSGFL
AGP1-GFP MLPCN – modulators of TOR pathway AGP1-GFP in S. cerevisiae | S. cerevisiae AGP1-GFP multiplex flow cytometry, 3 h; GFP as percent of DMSO wells | GFP response vs DMSO, % at 10 µM | hit rate 0.02% among 320,000;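 active = GFP response relative to DMSO above a set limit, near screen average plus 3 SD, cut at about 150% in these data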;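 also: median GFP channel fluorescence of the gated AGP1 strain per well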
* hit, by the source's call.

`COc1ccc(-n2nc([N+](=O)[O-])c(=NCc3ccc4c(c3)OCO4)n2O)cc1` gave Efflux pump inh 0.1, RPL19A-GFP yeast 99, CIT2 TOR yeast 95, Yeast superoxide 99, MEP2 TOR yeast 108, LAP4 TOR yeast 118, AHR act 9 and AGP1-GFP MLPCN 89.
`CCOC(=O)Cn1nnnc1C(CC)N(Cc1cccs1)Cc1cc2ccc(OC)cc2[nH]c1=O` (configuration not stated) gave Efflux pump inh -0.1, RPL19A-GFP yeast 101, CIT2 TOR yeast 109, Yeast superoxide 94, MEP2 TOR yeast 106, LAP4 TOR yeast 104, AHR act -1 and AGP1-GFP MLPCN 110.
`CC(C)=CCc1c2c(c(O)c3c(=O)c4c(oc13)-c1cc(O)c(O)cc1OC4C=C(C)C)C=CC(C)(C)O2` (configuration not stated) gave Efflux pump inh -0.2, RPL19A-GFP yeast 96, CIT2 TOR yeast 95, Yeast superoxide 94, MEP2 TOR yeast 122, LAP4 TOR yeast 113, AHR act 14 and AGP1-GFP MLPCN 95.
`Cn1cc(CN2CCC(n3nccc3NC(=O)CCOc3ccccc3)CC2)cn1` gave Efflux pump inh -0.1, RPL19A-GFP yeast 102, CIT2 TOR yeast 95, Yeast superoxide 102, MEP2 TOR yeast 98, LAP4 TOR yeast 100, AHR act 2 and AGP1-GFP MLPCN 98.
Screening O=C(O)c1cnn(-c2ccccc2)c1C(F)(F)F returned Efflux pump inh -0.2, RPL19A-GFP yeast 95, CIT2 TOR yeast 95, Yeast superoxide 102, MEP2 TOR yeast 99, LAP4 TOR yeast 113, AHR act 1 and AGP1-GFP MLPCN 98.
Cc1ccccc1-c1nc(CN2CCCC(C(=O)NCCCN3CCOCC3)C2)c(C)o1 (configuration not stated) was read as Efflux pump inh 0.0, RPL19A-GFP yeast 109, CIT2 TOR yeast 123, Yeast superoxide 94, MEP2 TOR yeast 113, LAP4 TOR yeast 108, AHR act 0 and AGP1-GFP MLPCN 114.
O=C(NCCCn1ccnc1)C(=O)NCC1OCCCN1S(=O)(=O)c1ccccc1 (configuration not stated) was read as Efflux pump inh 0.2, RPL19A-GFP yeast 101, CIT2 TOR yeast 99, Yeast superoxide 86, MEP2 TOR yeast 107, LAP4 TOR yeast 90, AHR act 2 and AGP1-GFP MLPCN 90.
COc1ccc(CCC(=O)NC2=NCCS2)cc1OC was read as Efflux pump inh -0.1, RPL19A-GFP yeast 102, CIT2 TOR yeast 98, Yeast superoxide 112, MEP2 TOR yeast 92, LAP4 TOR yeast 104, AHR act 0 and AGP1-GFP MLPCN 101.
`Cc1csc2nc(CN3CCN(CC(=O)N(C)C)CC3)cc(=O)n12` gave Efflux pump inh 0.1, RPL19A-GFP yeast 96, CIT2 TOR yeast 85, Yeast superoxide 93, MEP2 TOR yeast 93, LAP4 TOR yeast 74, AHR act 1 and AGP1-GFP MLPCN 90.
CCOC(=O)CN1CC23C=CC(O2)C(C(=O)Nc2ccc(OC)cc2OC)C3C1=O (configuration not stated) was read as Efflux pump inh -0.1, RPL19A-GFP yeast 105, CIT2 TOR yeast 101, Yeast superoxide 95, MEP2 TOR yeast 113, LAP4 TOR yeast 99, AHR act 2 and AGP1-GFP MLPCN 106.
For c1csc(-c2noc(CN3CCc4sccc4C3)n2)c1 the results were Efflux pump inh 0.1, RPL19A-GFP yeast 96, CIT2 TOR yeast 81, Yeast superoxide 89, MEP2 TOR yeast 87, LAP4 TOR yeast 85, AHR act 3 and AGP1-GFP MLPCN 86.
For C[C@H](CO)N1C[C@H](C)[C@@H](CN(C)C(=O)Nc2ccc(F)cc2)Oc2ccc(NS(C)(=O)=O)cc2C1=O the results were Efflux pump inh -0.4, RPL19A-GFP yeast 92, CIT2 TOR yeast 96, Yeast superoxide 111, MEP2 TOR yeast 95, LAP4 TOR yeast 101, AHR act 0 and AGP1-GFP MLPCN 89.
CN(C)c1ccc(NC(=O)Nc2cccc(Cl)c2)cc1 was read as Efflux pump inh 0.0, RPL19A-GFP yeast 106, Yeast superoxide 91, MEP2 TOR yeast 104, LAP4 TOR yeast 112, AHR act 20 and AGP1-GFP MLPCN 108.
Screening COC(=O)NC(=S)Nc1ccc(Oc2ccc(Cl)cc2)c(Cl)c1 returned Efflux pump inh 0.1, RPL19A-GFP yeast 99, CIT2 TOR yeast 96, Yeast superoxide 99, MEP2 TOR yeast 107, LAP4 TOR yeast 102, AHR act 0 and AGP1-GFP MLPCN 102.
For Cn1cnc2c(NCc3ccco3)ncnc21 the results were Efflux pump inh 0.2, RPL19A-GFP yeast 94, CIT2 TOR yeast 94, Yeast superoxide 117, MEP2 TOR yeast 102, LAP4 TOR yeast 99, AHR act -1 and AGP1-GFP MLPCN 98.
O=C(COC(=O)c1ccccc1SCC(=O)NC1CCS(=O)(=O)C1)NC1CCS(=O)(=O)C1 (configuration not stated) was read as Efflux pump inh -0.1, RPL19A-GFP yeast 100, CIT2 TOR yeast 101, Yeast superoxide 93, MEP2 TOR yeast 104, LAP4 TOR yeast 91, AHR act 0 and AGP1-GFP MLPCN 94.
Screening Cc1ccc(-c2nc3sc4c(c3c(=O)n2N)CCCC4)cc1 returned Efflux pump inh -0.2, RPL19A-GFP yeast 101, Yeast superoxide 94, MEP2 TOR yeast 97, LAP4 TOR yeast 101, AHR act -8 and AGP1-GFP MLPCN 98.
Screening O=[N+]([O-])c1cccc(/C=N/N2CCN(Cc3ccc(Cl)cc3)CC2)c1 returned Efflux pump inh -0.1, RPL19A-GFP yeast 102, CIT2 TOR yeast 103, Yeast superoxide 100, MEP2 TOR yeast 98, LAP4 TOR yeast 102, AHR act -5 and AGP1-GFP MLPCN 101.
`CC(=O)NS(=O)(=O)c1ccc(NC(=O)CSc2ccc(C)cc2)cc1` gave Efflux pump inh -0.1, RPL19A-GFP yeast 98, CIT2 TOR yeast 105, Yeast superoxide 100, MEP2 TOR yeast 101, LAP4 TOR yeast 109, AHR act 3 and AGP1-GFP MLPCN 104.
Screening O=c1[nH]n(-c2ccc(F)cc2)c2ncccc12 returned Efflux pump inh 0.2, RPL19A-GFP yeast 108, Yeast superoxide 96, MEP2 TOR yeast 108, LAP4 TOR yeast 93, AHR act 17 and AGP1-GFP MLPCN 104.
`Cc1cccc(-c2ocnc2C(=O)Nc2ccccc2NC(=O)c2ccccn2)c1` gave Efflux pump inh -0.4, RPL19A-GFP yeast 103, CIT2 TOR yeast 75, Yeast superoxide 99, MEP2 TOR yeast 104, LAP4 TOR yeast 95, AHR act 56* and AGP1-GFP MLPCN 80.
Screening C/C(=N\Nc1nc2ccc(Cl)cc2o1)c1ccccc1 returned Efflux pump inh 0.1, RPL19A-GFP yeast 93, CIT2 TOR yeast 86, Yeast superoxide 100, MEP2 TOR yeast 99, LAP4 TOR yeast 111, AHR act 15 and AGP1-GFP MLPCN 91.
CCOC(=O)c1sc2nc(C)nc(NCCc3ccc(S(N)(=O)=O)cc3)c2c1C was read as Efflux pump inh -0.3, RPL19A-GFP yeast 103, CIT2 TOR yeast 97, Yeast superoxide 102, MEP2 TOR yeast 110, LAP4 TOR yeast 97, AHR act -1 and AGP1-GFP MLPCN 107.
`O=C(Cn1c2c(c(=O)n3ncnc13)CCC2)N/N=C/c1cccs1` gave Efflux pump inh 0.0, RPL19A-GFP yeast 101, CIT2 TOR yeast 101, Yeast superoxide 105, MEP2 TOR yeast 104, LAP4 TOR yeast 111, AHR act -1 and AGP1-GFP MLPCN 107.
Cc1[nH]c2ccccc2c1C(=O)COC(=O)Cn1c(C)nc2ccccc21 was read as Efflux pump inh -0.3, RPL19A-GFP yeast 96, CIT2 TOR yeast 93, Yeast superoxide 104, MEP2 TOR yeast 128, LAP4 TOR yeast 100, AHR act 5 and AGP1-GFP MLPCN 97.
`Cc1nn(C)cc1CNC(=O)COc1ccc(Cl)cc1Cl` gave Efflux pump inh 0.1, RPL19A-GFP yeast 97, CIT2 TOR yeast 98, Yeast superoxide 104, MEP2 TOR yeast 101, LAP4 TOR yeast 103, AHR act 17 and AGP1-GFP MLPCN 100.
Cc1ccc(C)c(NC(=O)CSc2nnc3n2CCCCC3)c1 was read as Efflux pump inh 0.0, RPL19A-GFP yeast 101, CIT2 TOR yeast 98, Yeast superoxide 108, MEP2 TOR yeast 101, LAP4 TOR yeast 102, AHR act -4 and AGP1-GFP MLPCN 99.
Cc1cc(N2CCN(C)CC2)nc2ccc(NC(=S)N3CCOCC3)cc12 was read as Efflux pump inh 0.1, RPL19A-GFP yeast 93, CIT2 TOR yeast 100, Yeast superoxide 103, MEP2 TOR yeast 94, LAP4 TOR yeast 112, AHR act 8 and AGP1-GFP MLPCN 103.
For COCCN(C(=O)c1ccc(-c2ccc(Cl)cc2)o1)c1c(N)n(Cc2ccccc2)c(=O)[nH]c1=O the results were Efflux pump inh -0.5, RPL19A-GFP yeast 102, CIT2 TOR yeast 106, Yeast superoxide 110, MEP2 TOR yeast 103, LAP4 TOR yeast 101, AHR act 7 and AGP1-GFP MLPCN 107.
Screening O=C(Nc1ccc(Cl)cc1)c1cc(-c2cccs2)on1 returned Efflux pump inh 0.0, RPL19A-GFP yeast 94, CIT2 TOR yeast 140, Yeast superoxide 107, MEP2 TOR yeast 109, LAP4 TOR yeast 104, AHR act -5 and AGP1-GFP MLPCN 117.

By substructure: those above with a furan ring, fused or not (2)
For Cn1cnc2c(NCc3ccco3)ncnc21 the results were Efflux pump inh 0.2, RPL19A-GFP yeast 94, CIT2 TOR yeast 94, Yeast superoxide 117, MEP2 TOR yeast 102, LAP4 TOR yeast 99, AHR act -1 and AGP1-GFP MLPCN 98.
For COCCN(C(=O)c1ccc(-c2ccc(Cl)cc2)o1)c1c(N)n(Cc2ccccc2)c(=O)[nH]c1=O the results were Efflux pump inh -0.5, RPL19A-GFP yeast 102, CIT2 TOR yeast 106, Yeast superoxide 110, MEP2 TOR yeast 103, LAP4 TOR yeast 101, AHR act 7 and AGP1-GFP MLPCN 107.

Continuation:
Screening CC1CCCN(S(=O)(=O)c2cccc([N+](=O)[O-])c2)C1 (configuration not stated) returned Efflux pump inh 0.1, RPL19A-GFP yeast 97, CIT2 TOR yeast 101, Yeast superoxide 105, MEP2 TOR yeast 103, LAP4 TOR yeast 88, AHR act 2 and AGP1-GFP MLPCN 94.
Screening O=C(COC(=O)C1CC1)NCCc1ccccc1 returned Efflux pump inh 0.1, RPL19A-GFP yeast 103, CIT2 TOR yeast 105, Yeast superoxide 97, MEP2 TOR yeast 103, LAP4 TOR yeast 103, AHR act 0 and AGP1-GFP MLPCN 110.
Screening COC(=O)C1=C(N)Oc2cc(C)n(Cc3ccncc3)c(=O)c2C1c1cccnc1 (configuration not stated) returned Efflux pump inh 0.0, RPL19A-GFP yeast 104, CIT2 TOR yeast 109, Yeast superoxide 96, MEP2 TOR yeast 101, LAP4 TOR yeast 102, AHR act 0 and AGP1-GFP MLPCN 103.
`CCN(CC)C(=O)C(=O)c1c(-c2ccccc2)[nH]c2ccccc12` gave Efflux pump inh 0.3, RPL19A-GFP yeast 100, CIT2 TOR yeast 93, Yeast superoxide 98, MEP2 TOR yeast 94, LAP4 TOR yeast 93, AHR act 3 and AGP1-GFP MLPCN 99.
For O=C(Nc1c(C(=O)N2CCOCC2)cnn1-c1ccccc1Cl)c1ccco1 the results were Efflux pump inh 0.1, RPL19A-GFP yeast 100, CIT2 TOR yeast 105, Yeast superoxide 96, MEP2 TOR yeast 106, LAP4 TOR yeast 98, AHR act 1 and AGP1-GFP MLPCN 100.
CC(=O)C1=C(C)NC(SCC(=O)c2ccc(C)cc2)=C(C#N)C1c1ccco1 (configuration not stated) was read as Efflux pump inh 0.0, RPL19A-GFP yeast 89, CIT2 TOR yeast 89, Yeast superoxide 94, MEP2 TOR yeast 88, LAP4 TOR yeast 100, AHR act 37 and AGP1-GFP MLPCN 91.

Screens as filed in PubChem BioAssay.
